Screening data from PubChem.
AID inhibitor: inhibitors of human activation induced cytidine deaminase; Q9GZX7; Potency, µM (titrated, usually from 115 µM), for inactives: at the highest dose activity change, negative = inhibition, actives largely listed as inhibitors; hit rate 0.32% among 91,000; AID deamination FRET fluorescence, UDG-coupled, 4 h; further: nearly all actives have a fitted effect of over 25% in size
Target sequence (Q9GZX7 whole entry, looked up): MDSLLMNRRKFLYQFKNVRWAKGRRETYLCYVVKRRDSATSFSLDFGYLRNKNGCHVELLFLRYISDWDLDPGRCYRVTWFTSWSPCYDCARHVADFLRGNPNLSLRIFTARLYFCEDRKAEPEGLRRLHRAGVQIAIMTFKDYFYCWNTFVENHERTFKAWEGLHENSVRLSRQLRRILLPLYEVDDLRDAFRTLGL
UDG counter: blocks uracil-DNA glycosylase in AID counter-screen. FRET deamination/UDG coupled assay, UDG read, 4 h. Potency, µM (top dose mostly 115 µM), inactives show at the top dose activity change, negative = inhibition, hits mostly inhibitors. hit rate 0.14% among 91,000. AID 1347430; further: nearly all actives have a fitted effect of over 65% in size
Active calls of the source: *; ? = inconclusive; [ ] = remark or other dose. The call rests on the fitted dose curve; in most records, active means well fitted curve in the direction sought with a large enough effect; inconclusive means small, poorly fitted or top-dose-only effect, or another doubt; inactive means no such curve, though single readings can be large; an effect the other way counts as inactive or inconclusive. On the % scale 0 is the no-effect control and ±100 the full control effect; potency means the concentration at half of the fitted maximal effect. These rows are one share of the data. The share of hits here may be higher or lower than overall.

SMILES | AID inhibitor | UDG counter
Cc1ccc(CNC(=O)CNS(=O)(=O)c2cccs2)cc1 | 31%[activator] | -2%
Clc1ccc(CSc2nc3ncccc3[nH]2)cc1 | 26% | 4%
Cc1ccc(NC(=O)Cc2ccc(NC(=O)N3CCCCc4ccccc43)cc2)cc1 | -1% | 43%[activator]
CCN1C(=O)c2ccccc2Sc2ccc(NC(=O)c3ccc(Cl)cc3)cc21 | 11%[57.5 µM] | -2%[57.5 µM]
Cn1c(=O)nc2n(-c3ccc(Cl)c(Cl)c3)c3cc(Cl)ccc3cc-2c1=O | 7% | 7%
COc1ccc(NC(=O)NCc2c(-n3cccc3)sc3c2CCCC3)c(OC)c1 | -6% | 1%
CC(=O)c1ccc2ccccc2c1OCc1ccccc1C#N | -6% | -6%
CN(Cc1ccc2c(c1)OCCO2)S(=O)(=O)c1cnn(C)c1 | 3% | 8%
CCC(C)NC(=O)CN1C(=O)N(c2cccc(SC)c2)S(=O)(=O)c2ccccc21 (configuration not stated) | 3% | 4%
CC1(C)N=C(SCc2ccc(Cl)cc2)c2ccccc2N1 | -2%[57.5 µM] | -6%[57.5 µM]
CC(=O)c1cc2ccccc2o1 | -6% | -10%
COc1cc(C2Nc3ccccc3-c3cc(C)nn32)ccc1O (configuration not stated) | 4% | 15%
Cn1nc(C(=O)Nc2ncc(Cc3ccc(Cl)cc3)s2)c2ccccc2c1=O | ? | -8%
CN(C)c1ccc(C(=O)Nc2sc(Nc3ccccc3)nc2C(N)=O)cc1 | 1% | -6%
COc1cc2c(cc1OC)CN(Cc1cc(=O)c(OCc3c(F)cccc3Cl)co1)CC2 | 18% | -5%
CCN1CCc2nc3sc(C(=O)c4ccccc4)c(N)c3cc2C1 | 221%[activator] | -1%
CCNC(=O)c1c(NC(=O)c2nc(S(=O)(=O)CC)ncc2Cl)sc2c1CCCC2 | -12% | 0%
Cc1c(-c2ccc(Cl)cc2)c(=O)oc2c(CN3CCCC3)c(O)ccc12 | -1% | 3%
O=C(CSc1nc2ccccc2s1)c1ccc2c(c1)OCCO2 | 13% | 6%
O=C(CSc1nc(Cl)nc2nc[nH]c12)NCCc1ccc(Cl)cc1Cl | -3% | -6%
CC(C)c1ccc(NC(=O)C(C)N(c2ccccc2)S(C)(=O)=O)cc1 (configuration not stated) | ? | -16%
CS(=O)(=O)Cc1ccc(C(=O)NCc2ccc(F)cc2)cc1 | -7% | -2%
Cc1cc(CN(Cc2cc(C)c(O)c(C)c2)C2CCCCC2)cc(C)c1O | 4% | -1%
CC(C)Cn1c(N2CCN(Cc3c(Cl)cccc3Cl)CC2)nc2c1c(=O)[nH]c(=O)n2C | -18% | -3%
O=C1CC(c2ccccc2)Cc2nc3nc(C(F)(F)F)nn3cc21 (configuration not stated) | 0% | 3%
(continued)
SMILES | AID inhibitor | UDG counter
CCN1CCc2c(sc(NC(=O)Nc3cccc(C)c3)c2C(N)=O)C1 | 63%[activator] | 11%
Cn1c(=O)c2c(nc(N(CCO)CCO)n2Cc2ccccc2)n(C)c1=O | -5% | 2%
CCC1CCCCN1C(=O)Cn1c(=O)n(-c2cc(C)cc(C)c2)c(=O)c2sccc21 (configuration not stated) | 1% | -1%
CCOC(=O)c1ccccc1NC(=O)c1nn(-c2ccc(C)cc2)c(=O)n(C)c1=O | -2% | 6%
OC(CNC(=S)Nc1ccc(Cl)cc1Cl)COCc1ccco1 (configuration not stated) | 3% | 4%
CCOc1ccc(N2CC(C)Cn3c2nc2c3c(=O)n(CC(=O)O)c(=O)n2C)cc1 (configuration not stated) | 14% | 4%
CCCc1ccc(S(=O)(=O)N2CCN(Cc3nc4ccccc4o3)CC2)cc1 | -23% | -14%
COc1ccccc1OCC(=O)NCC(c1ccc(Cl)cc1)N1CCCCC1 (configuration not stated) | -15% | -12%
CC(C)(C)NC(=O)c1ccc2nc(CCc3ccccc3)oc2c1 | -11% | -13%
COc1ccc2c(c1)c(=O)c(C(=O)c1ccc(F)cc1)cn2CC(=O)Nc1ccc2c(c1)OCCO2 | 14% | 0%
CCc1nn(C(C)C(=O)N2CCN(c3ccccc3)CC2)c(=O)c2cc3occc3n12 (configuration not stated) | ? | -2%
Cc1ccc(/C=C/C(=O)c2ccc(-c3ccccc3)cc2)o1 | 7% | -11%
O=C(O)c1ccc(Nc2ccccc2)c([N+](=O)[O-])c1 | -5% | 5%
COc1cc(-c2nnc(SCC(=O)Nc3ccc(F)c(Cl)c3)o2)cc(OC)c1OC | -7% | 26%
Cc1cccc(OCC(=O)Nc2ccc3oc(=O)ccc3c2)c1 | -1% | -12%
Cc1cc(=O)oc2cc(NC(=O)Cc3ccc(Cl)c(Cl)c3)ccc12 | 3% | 3%
[2H]C1=C([2H])C([2H])(CC(=C)C)[N+](C)(C)C([2H])(CC(=C)C)C1[2H] (configuration not stated) | 10% | 7%
CC(C)Oc1ccc(CNC(=O)Cn2c(=O)oc3ccccc32)cc1 | 4% | -5%
COc1cccc(C2=NS(=O)(=O)N(C)C(C(=O)NCC(C)C)=C2)c1 | -5% | -9%
CCOc1ccc(NC(=O)c2cc3c(=O)n4cccc(C)c4nc3s2)cc1 | -5% | 3%[57.5 µM]
O=C(CN1C(=O)CCn2nc(-c3ccccc3)cc21)NCc1ccccc1 | 2% | 6%
Cn1ccnc1CN(C(=O)c1ccc(F)c(C(F)(F)F)c1)C1CC1 | -1% | -7%
COCCNC(=O)c1cc2n(n1)CCCN(Cc1ccc(C)cc1)C2=O | -21% | 1%
CC(C)c1nn(C)c(N(C)C)c1CNCc1ccc2c(c1)OCO2 | 1% | -4%
CC(CCc1ccc(O)cc1)NCCc1ccc(O)c(O)c1 (configuration not stated) | 5% | -6%

Quoted at random: 5 compounds from above
SMILES | AID inhibitor | UDG counter
Cc1ccc(CNC(=O)CNS(=O)(=O)c2cccs2)cc1 | 31%[activator] | -2%
Cn1c(=O)nc2n(-c3ccc(Cl)c(Cl)c3)c3cc(Cl)ccc3cc-2c1=O | 7% | 7%
CC(CCc1ccc(O)cc1)NCCc1ccc(O)c(O)c1 (configuration not stated) | 5% | -6%
CC1(C)N=C(SCc2ccc(Cl)cc2)c2ccccc2N1 | -2%[57.5 µM] | -6%[57.5 µM]
O=C1CC(c2ccccc2)Cc2nc3nc(C(F)(F)F)nn3cc21 (configuration not stated) | 0% | 3%

Further entries follow.
SMILES | AID inhibitor | UDG counter
CCc1ccc(NC(=O)c2cc(C)nn2-c2ccccc2)cc1 | -3% | -8%
COc1ccc(C2(C)NC(=O)N(Cc3nc(-c4cccs4)oc3C)C2=O)cc1OC (configuration not stated) | 1% | 16%
NC(=O)c1ccc[n+]([O-])c1 | -5% | -1%
COC(=O)c1ccc(NC(=O)CN(c2cccc(C(F)(F)F)c2)S(C)(=O)=O)cc1 | 12% | -9%
CCOc1cccc2cc(S(=O)(=O)c3ccc(Cl)c(Cl)c3)c(=O)oc12 | -13% | -5%
C(=N/N=C\c1ccccn1)/c1ccccn1 | -11% | -5%
Cc1ccccc1OCC(=O)Nc1ccc(-c2nc3cc(Cl)cc(Cl)c3o2)cc1 | 12% | ?
CCOc1cc(C2c3c(oc4ccccc4c3=O)C(=O)N2c2ccccn2)ccc1O (configuration not stated) | ? | ?
CS(=O)(=O)N1CCCc2cc(C(=O)Nc3cccc(-c4nnc5n4CCCCC5)c3)ccc21 | -7% | -5%
CCc1cccc(N2C(=O)N(CC(=O)NCc3cccc(OC)c3OC)c3ccccc3S2(=O)=O)c1 | 27% | 7%
CN(C)S(=O)(=O)N(CC(=O)Nc1ccc(Br)cc1F)c1ccccc1 | 29% | 12%
Cc1ccc(-c2noc(CN(C(=O)COc3cc(C)cc(C)c3C)C(C)C)n2)cc1 | 79µM* | -19%
O=C(CNS(=O)(=O)c1cccs1)N1CCN(c2ccccc2F)CC1 | 9% | -2%
CC(C)(CNC(=O)C(c1ccccc1)c1ccccc1)CNC(=O)C(c1ccccc1)c1ccccc1 | -5% | -8%
COc1ccc(C(=O)CCC(=O)OCC(=O)c2ccc(Cl)cc2)cc1 | 19% | 7%
Cc1ccc(OCCSc2nnc(-c3cccs3)o2)cc1 | ? | -23%[57.5 µM]
COc1ccc(S(=O)(=O)NCCc2sc(-c3ccccc3)nc2C)cc1OC | -12% | 2%
Cc1nnc2c3ccccc3nc(Nc3ccc(F)cc3Cl)n12 | 5% | ?
CCSc1ccccc1C(=O)Nc1cccc(C)c1C | 1% | -9%
CC(=O)N1CCN(c2nc3c(C)ccc(Cl)c3s2)CC1 | -17% | 24%
O=C(c1cn[nH]c1-c1ccccc1)N1CCN(S(=O)(=O)c2ccc3c(c2)CCC3)CC1 | -12% | 3%
Fc1ccc(N2CCN(c3nc4ccccc4c4nc(-c5cccnc5)nn34)CC2)cc1 | -10% | ?
Cc1ccc(-n2ncc3c(NCC4CCCO4)ncnc32)cc1 (configuration not stated) | -16% | -6%
Nc1ncnc(Nc2cccc(Cl)c2)c1[N+](=O)[O-] | 5% | 1%
COc1ccc(OC)c(S(=O)(=O)NCc2cccn2Cc2cccc(C)c2)c1 | 7% | 16%

Quoted from the listing.
Result for `COc1cc2c(cc1OC)CN(Cc1cc(=O)c(OCc3c(F)cccc3Cl)co1)CC2` under UDG counter: -5%
Result for `COC(=O)c1ccc(NC(=O)CN(c2cccc(C(F)(F)F)c2)S(C)(=O)=O)cc1` under UDG counter: -9%
Result for `CCOc1cccc2cc(S(=O)(=O)c3ccc(Cl)c(Cl)c3)c(=O)oc12` under UDG counter: -5%
Result for `CC(C)Cn1c(N2CCN(Cc3c(Cl)cccc3Cl)CC2)nc2c1c(=O)[nH]c(=O)n2C` under AID inhibitor: -18%

Next compounds
SMILES | AID inhibitor | UDG counter
O=C(Cc1ccc(-c2csc(Nc3ccc(F)cc3)n2)s1)N1CCOCC1 | 15% | -9%
COc1cccc(N(CC(=O)N2CCC(C)CC2)S(=O)(=O)c2ccc(C)cc2)c1 | -14% | ?
O=C(CCn1c(=O)c2sccc2n(Cc2ccc(F)cc2Cl)c1=O)NCc1ccc2c(c1)OCO2 | 6% | -7%
COc1cccc(CNC(=O)CN(C(=O)C2=C(C)OCCS2)c2ccc(Cl)cc2)c1OC | -15% | 17%
CCOc1ccccc1C1CC(c2cccc(NS(C)(=O)=O)c2)=NN1C(=O)c1ccco1 (configuration not stated) | -9% | 7%
O=C1CC(c2nnc(Cc3ccc(F)cc3)o2)CN1c1ccccc1 (configuration not stated) | -14% | -11%
CCn1c(CC2C(=O)Nc3ccccc32)nc2ccccc2c1=O (configuration not stated) | 0% | -8%
CC(C)(C)c1ccc(Oc2ccc(NC(=O)CCC(=O)OCC(=O)c3ccccc3)cc2)cc1 | 22% | 6%
CC(C)(C)C(=O)NC(c1ccc(Cl)cc1)c1cccnc1 (configuration not stated) | 4% | 3%
CCNC(=O)c1ccc2c(c1)NC(=O)CS2 | -12% | -13%
CC(C)(C)c1ccc(S(=O)(=O)N2CCC(Oc3ccc(-n4cnnn4)cc3)CC2)cc1 | 9% | -3%[57.5 µM]
COc1cc2c(=O)n(CCC(=O)NCC3CCCO3)c(=O)n(CC(=O)Nc3ccc(C)cc3C)c2cc1OC (configuration not stated) | ? | -2%
CCOc1ccc(-n2c(=O)c3c(C)c(C)sc3n(CC(=O)NCCc3ccccc3)c2=O)cc1 | 7% | 14%
O=C(CSc1nnc(CNC(=O)c2cccc(F)c2)n1-c1ccccc1)Nc1ccccc1F | -3% | -2%
Cc1c(C(=O)NCc2ccccc2)oc2ccc(S(=O)(=O)N3CCC(C)CC3)cc12 | 3% | -4%
Cc1ccc(Cn2cc(CCC(=O)NCc3ccc(OC(C)C)cc3)c3ccccc32)cc1 | -7% | 4%
CC(=O)NCCCNC(=O)NC1CCC(C)CC1 (configuration not stated) | -2% | -4%
CCN(Cc1ccc(Br)s1)C(=O)Cn1nnc(-c2ccc(Cl)cc2)n1 | -12% | -15%
COc1ccc(Nc2cc(C)c3cc(NC(=O)c4cc(OC)cc(OC)c4)ccc3n2)cc1 | ? | -5%
COC(=O)/C(=C/c1cccc([N+](=O)[O-])c1)C(C)=O | 2% | 4%
CCN(CC)C1c2cccc3cccc(c23)C1NS(=O)(=O)c1ccccc1 (configuration not stated) | 4% | 2%
Cc1cc2oc(=O)cc(CSc3nnnn3C3CC3)c2cc1C | -1% | 9%
Cc1cccc(C(=O)N/C(=C/c2ccco2)C(=O)O)c1 | 38%[activator] | 1%
COc1ccc(C(=O)Nc2nnc(SCc3cc(=O)n4cccc(C)c4n3)s2)cc1 | -4% | 4%
CC1CCN(S(=O)(=O)c2ccc(NC(=O)c3cc(=O)c4ccccc4o3)cc2)CC1 | 2% | -9%
c1cc(CNCC2CCCO2)c2cc[nH]c2c1 (configuration not stated) | 14% | 9%
Cc1ccc(CCNC(=O)CCc2cn(Cc3ccccc3C)c3ccccc23)cc1 | 5% | 1%
c1ccc(OCCn2c(COc3ccccc3)nc3ccccc32)cc1 | ? | -8%
CCc1cc(C(=O)Nc2c(C)nn(Cc3ccc(C)cc3)c2C)no1 | 17%[57.5 µM] | 0%[57.5 µM]

Another view of part of the listing above:
compound	AID inhibitor	UDG counter
Cc1ccc(-n2ncc3c(NCC4CCCO4)ncnc32)cc1 (configuration not stated)	-16%	-6%
CCCc1ccc(S(=O)(=O)N2CCN(Cc3nc4ccccc4o3)CC2)cc1	-23%	-14%
Fc1ccc(N2CCN(c3nc4ccccc4c4nc(-c5cccnc5)nn34)CC2)cc1	-10%	?
Cc1ccc(CCNC(=O)CCc2cn(Cc3ccccc3C)c3ccccc23)cc1	5%	1%
Cc1c(-c2ccc(Cl)cc2)c(=O)oc2c(CN3CCCC3)c(O)ccc12	-1%	3%
COc1ccc(NC(=O)NCc2c(-n3cccc3)sc3c2CCCC3)c(OC)c1	-6%	1%
